Mtb FBA inh – inhibits M. tuberculosis FBA enzyme | actives 2.3% (n = 360,000) | purified M. tuberculosis FBA, fluorescence read-out | inhibition, % at 1 µM | AID 588726; in the data active = inhibition above about 27%;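 note: 0% = vehicle and 100% = reference inhibitor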
Target sequence (P9WQA3 whole entry, looked up): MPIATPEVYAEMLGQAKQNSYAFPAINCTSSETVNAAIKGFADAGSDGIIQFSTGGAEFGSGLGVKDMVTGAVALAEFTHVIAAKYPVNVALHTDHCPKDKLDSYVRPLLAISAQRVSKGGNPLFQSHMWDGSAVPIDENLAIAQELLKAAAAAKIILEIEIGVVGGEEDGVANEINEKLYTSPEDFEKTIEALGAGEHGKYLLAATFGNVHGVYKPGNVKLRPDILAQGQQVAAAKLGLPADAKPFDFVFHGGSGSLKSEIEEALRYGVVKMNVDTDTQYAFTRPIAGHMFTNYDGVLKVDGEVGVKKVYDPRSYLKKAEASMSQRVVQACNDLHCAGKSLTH
CCHF vOTU inh – CCHFV vOTU protease inhibition. Pep-AMC fluorescence. inhibition, % at 11.5 µM. actives 0.55% (n = 370,000); note: 0% = vehicle wells with enzyme and 100% = no enzyme wells
PrPC TRFRET – inhibitors of human cell surface prion protein PrPC; TR-FRET read-out; inhibition, % at 13.8 µM; actives 0.43% (n = 370,000); AID 720596; in the data active = inhibition above about 24%; note: 0% = median of the test wells and 100% = reference compound wells
BoNT-F LC inh – inhibitors of Botulinum neurotoxin F light chain protease; AID 588497; actives 0.22% (n = 360,000); inhibition, % at 10 µM; Multiplex microsphere protease cleavage assay, flow cytometry; in the data active = inhibition above about 35%, passing the limit was not always enough; inconclusive = no clear call, values can overlap the other calls; note: plate controls were buffer without enzyme for full effect and enzyme alone for no effect
BioA inh – blocks M. tuberculosis BioA enzyme activity. purified M. tuberculosis BioA enzyme, plate reader. actives 0.096% (n = 360,000). inhibition, % at 9.99 µM. AID 602481; in the data active = inhibition above about 40%; inconclusive = no clear call, values can overlap the other calls
BoNT A protease – inhibitors of Botulinum neurotoxin A light chain protease | multiplex microsphere protease substrate cleavage, flow cytometry | inhibition, % at 10 µM | actives 0.17% (n = 360,000); in the data active = inhibition above about 30%; inconclusive = no clear call, values can overlap the other calls; note: plate controls were buffer without enzyme for full effect and enzyme alone for no effect
UGM FP inh – inhibitors of M. tuberculosis UDP-galactopyranose mutase; purified UGM, fluorescence polarization probe displacement; inhibition, % at 10 µM; actives 0.06% (n = 320,000); in the data active = inhibition above about 10%, passing the limit was not always enough; inconclusive = no clear call, values can overlap the other calls
Target sequence (P9WIQ1 whole entry, looked up): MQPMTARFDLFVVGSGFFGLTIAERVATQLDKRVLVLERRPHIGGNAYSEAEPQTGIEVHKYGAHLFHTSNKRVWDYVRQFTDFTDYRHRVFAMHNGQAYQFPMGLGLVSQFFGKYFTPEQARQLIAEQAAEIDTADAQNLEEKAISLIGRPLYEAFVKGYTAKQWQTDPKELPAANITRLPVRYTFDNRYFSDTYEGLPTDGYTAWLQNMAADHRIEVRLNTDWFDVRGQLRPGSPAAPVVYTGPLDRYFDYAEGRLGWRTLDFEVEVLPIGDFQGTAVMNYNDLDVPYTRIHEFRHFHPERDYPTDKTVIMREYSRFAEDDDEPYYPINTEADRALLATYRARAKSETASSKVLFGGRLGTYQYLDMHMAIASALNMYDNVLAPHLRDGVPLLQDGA
GDH-TPI inh – counter-screen for M. tuberculosis FBA inhibitors: GDH-TPI coupled enzymes. AID 588335. inhibition, % at 4.8 µM. GDH-TPI coupled enzyme counterscreen, NADH absorbance. actives 1.2% (n = 360,000);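 note: 0% = DMSO wells and 100% = wells lacking the enzyme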
FadD28 binding – inhibitors of Mycobacterium tuberculosis FadD28 bisubstrate binding. inhibition, % at 12.5 µM. AID 588549. FadD28 bisubstrate probe binding, fluorescence polarization. actives 0.22% (n = 360,000); in the data active = inhibition above about 8.5%, passing the limit was not always enough; inconclusive = no clear call, values can overlap the other calls
* = called active by the depositor; u = inconclusive; x = not tested or not shown. Cut-off read from the data, not from the text of the source, unless noted: active = inhibition above about 30%; inactive = the rest. Not a hit list (roughly 4.8% active in at least one column).

SMILES	Mtb FBA inh	CCHF vOTU inh	PrPC TRFRET	BoNT-F LC inh	BioA inh	BoNT A protease	UGM FP inh	GDH-TPI inh	FadD28 binding
CC(C)C[C@H]1CNC(=O)C(=O)N1C[C@H]1CCCN1C[C@H](CC(C)C)N1C[C@H](CC(C)C)N(CCc2ccccc2)C(=O)C1=O	x	22.5	-1.7	-6.8	x	0.1	x	x	x
COc1ccc(OC)c(NC(=O)C2CC(/C=C/c3ccccc3)=NO2)c1 (configuration not stated)	5.4	4.6	0.9	2.2	-2.8	2.1	6.4	1.7	-0.4
CCCCc1ccc(NS(=O)(=O)c2cccc(C(=O)N3CCCN(C)CC3)c2)cc1	1.2	8.7	-4.3	-0.4	-0.1	3.8	-1.7	6.3	-3.5
Cn1cc(S(=O)(=O)N2CCCC2)cc1C(=O)NCc1ccccc1Cl	7.4	-3.3	5.3	-6.3	-1.1	0.2	2.7	-0.5	-2.4
CC1CCC2(CC1)NC(=O)N(CC(=O)N1CCN(c3ccccc3)CC1)C2=O (configuration not stated)	0.3	0.9	2.3	-5.1	-1.6	-0.2	-0.2	-3.5	-0.8
CCOC(=O)C1=C(c2ccccc2)c2ccccc2N(S(=O)(=O)C(F)(F)F)C1C(=O)OCC (configuration not stated)	2.0	11.1	-12.8	-3.3	2.0	-0.9	x	9.1	-0.9
Cc1ccc(NC(=O)CCC(=O)c2cccs2)nc1	0.7	-1.9	-2.9	7.1	-0.3	1.5	3.0	7.7	-2.4
COc1ccc2cc(CCNC(=O)C3CC3)c(=O)[nH]c2c1	4.8	18.6	3.0	3.2	x	0.2	-3.7	15.6	-1.1
COC(=O)c1ccc(Oc2nc(NC(C)C)nc(N(C)C)n2)cc1	3.8	20.4	-0.2	-2.5	2.1	-1.6	1.4	-6.1	-0.6
Cc1ccc(Nc2nc(-c3cccs3)cs2)nc1	4.2	-3.6	0.2	-8.2	-1.0	-0.8	2.3	6.9	-0.4
Clc1ccc2nc(-c3ccccn3)c(Nc3ccc4c(c3)OCO4)n2c1	5.7	-7.2	-1.4	-8.6	x	-3.0	0.7	6.2	2.3
O=C(CN1CCCC1)Nc1ccc(F)c(Cl)c1	6.1	-9.8	0.0	-13.1	-2.9	0.1	0.5	-3.4	0.2
COc1cccc(-c2cc(C(=O)N3CCCc4ccccc43)no2)c1	-0.8	13.2	-3.0	31.3	x	24.6	0.9	-5.0	0.1
CC(O)Cn1c(N2CCCC2)nc2c1c(=O)n(C)c(=O)n2C (configuration not stated)	0.9	9.6	-7.7	u	-0.4	-2.8	2.6	-0.8	0.4
CCCNC(=O)c1cc(S(=O)(=O)N2CCCCC2)ccc1N1CCOCC1	0.6	3.6	3.3	4.4	-1.1	-2.7	2.7	-7.2	-1.4

Structures shown so far with nitrogen in an aromatic ring:
SMILES	Mtb FBA inh	CCHF vOTU inh	PrPC TRFRET	BoNT-F LC inh	BioA inh	BoNT A protease	UGM FP inh	GDH-TPI inh	FadD28 binding
Cn1cc(S(=O)(=O)N2CCCC2)cc1C(=O)NCc1ccccc1Cl	7.4	-3.3	5.3	-6.3	-1.1	0.2	2.7	-0.5	-2.4
Cc1ccc(NC(=O)CCC(=O)c2cccs2)nc1	0.7	-1.9	-2.9	7.1	-0.3	1.5	3.0	7.7	-2.4
COc1ccc2cc(CCNC(=O)C3CC3)c(=O)[nH]c2c1	4.8	18.6	3.0	3.2	x	0.2	-3.7	15.6	-1.1
COC(=O)c1ccc(Oc2nc(NC(C)C)nc(N(C)C)n2)cc1	3.8	20.4	-0.2	-2.5	2.1	-1.6	1.4	-6.1	-0.6
Cc1ccc(Nc2nc(-c3cccs3)cs2)nc1	4.2	-3.6	0.2	-8.2	-1.0	-0.8	2.3	6.9	-0.4
Clc1ccc2nc(-c3ccccn3)c(Nc3ccc4c(c3)OCO4)n2c1	5.7	-7.2	-1.4	-8.6	x	-3.0	0.7	6.2	2.3
COc1cccc(-c2cc(C(=O)N3CCCc4ccccc43)no2)c1	-0.8	13.2	-3.0	31.3	x	24.6	0.9	-5.0	0.1
CC(O)Cn1c(N2CCCC2)nc2c1c(=O)n(C)c(=O)n2C (configuration not stated)	0.9	9.6	-7.7	u	-0.4	-2.8	2.6	-0.8	0.4

Going on with the list.
SMILES	Mtb FBA inh	CCHF vOTU inh	PrPC TRFRET	BoNT-F LC inh	BioA inh	BoNT A protease	UGM FP inh	GDH-TPI inh	FadD28 binding
Clc1ccc(CN2CCCCCCC2)cc1Cl	0.1	7.8	-4.6	-7.9	-1.5	-0.5	2.3	12.2	0.4
COc1ccccc1N(CN1C(=O)c2ccccc2C1=O)C(=O)c1cccc(C)c1	-2.4	3.6	-1.4	-1.2	x	-0.2	0.7	-10.5	-3.7
CCN=c1sc(C(=O)OC)cc(=O)n1CC	0.9	-1.5	0.3	0.0	x	1.8	-2.1	4.3	-0.7
COc1ccc(/C=C2\CCCC3C2=NN(C(=O)c2ccco2)C3c2ccc(OC)c(OC)c2)cc1OC (configuration not stated)	1.5	-1.6	-2.6	8.4	1.2	0.2	0.8	20.2	-3.6
O=C(CCN1CCCCCC1)Nc1ccc2c(c1)OCCO2	0.4	14.7	-2.9	-0.8	0.8	0.1	0.2	-5.4	-4.7
CC(C)=CCC/C(C)=C/CNC(=O)C[C@H]1C[C@H](C(=O)N2CCOCC2)[C@@]2(C)c3[nH]c4cc(-c5ccco5)ccc4c3CCN2C1=O	16.8	x	x	-2.6	-1.5	-0.5	x	6.4	-1.2
CC(C)Cc1nnc(NC(=O)c2ccc3c(=O)n4c(nc3c2)CCC4)s1	3.1	14.2	0.5	x	0.2	x	-0.1	12.5	-5.5
O=C(O)c1cccc(N2C(=O)C3C4C=CC(C4=C(c4ccccc4)c4ccccc4)C3C2=O)c1 (configuration not stated)	2.4	2.1	2.2	1.2	x	-1.5	1.8	-5.0	-0.5
CC1=CC(C)(C)N(C(=O)CN2C(=O)CCC2=O)c2ccccc21	2.5	9.8	-2.2	-8.9	x	-1.2	-0.3	-1.3	-2.6
CCC1CCCCN1C(=O)COC(=O)c1cc2ccccc2cc1O (configuration not stated)	2.0	4.0	-0.3	1.0	-0.1	0.8	-0.1	7.5	-3.1
CCN(CC)S(=O)(=O)c1cccc(C(=O)N[C@H](C(=O)O)C(C)C)c1	0.9	-3.5	-5.8	1.0	-1.6	-1.0	-0.9	7.6	-0.4
COc1ccc(CN2CCOCCOCCN(Cc3ccc(OC)cc3)CCOCCOCC2)cc1	2.5	-2.6	-0.8	x	x	x	2.7	10.2	0.7
C#CCNC(=O)C1=C[C@H](c2ccccc2)C[C@H](OCCCCO)O1	0.9	11.9	5.1	2.4	0.1	-0.2	0.2	1.8	-3.8
[O-][n+]1ccc(C2CC2)cc1	-4.5	-5.4	-5.1	5.5	-0.3	2.2	-1.0	0.0	-0.8
COc1cccc(NC(=O)CN(C)C(=O)c2c(C)noc2C)c1	4.5	-2.1	5.3	-7.1	-0.9	-0.9	0.2	4.2	2.0
CCC(Sc1nnnn1-c1ccccc1)C(=O)NC(C)c1ccccc1 (configuration not stated)	-3.2	x	x	-1.2	x	-0.7	4.6	-2.0	-2.2
O=C(Nc1ccc2c(c1)OCCO2)NC12CC3CC(CC(C3)C1)C2	0.8	2.2	12.2	-1.5	0.4	-0.8	-1.6	9.1	-2.7
COc1ccc(-c2nc(N)nc(C)c2-c2ccc(Cl)cc2)c(O)c1	-0.4	-0.1	1.7	8.0	3.8	-1.3	0.8	0.0	-1.5
CCN1CCCC1CNC(=O)Cn1cc2c(n1)CCC(C)C2 (configuration not stated)	2.3	-3.8	-4.1	-4.8	-1.3	-0.4	-0.3	8.9	-0.3
Cc1[nH]nc(SCC(=O)NCC(C)C)c1[N+](=O)[O-]	0.6	6.1	-9.2	-2.8	1.0	-0.5	-1.2	2.6	-0.5
Cn1c(=O)c2c(-c3ccccc3)n(-c3ccc(N)cc3)cc2n(C)c1=O	-1.8	98.1*	-13.8	-29.5	-1.1	-1.6	x	x	-3.0
Cc1cnc(C(=O)OCC(=O)NCc2cccc(Cl)c2)cn1	3.9	11.4	1.7	-0.6	-1.3	-0.6	2.6	9.2	-2.7
COc1ccc(-n2nc(C(=O)NCC(=O)O)c3ccccc3c2=O)cc1	0.0	4.7	-8.7	14.3	-0.8	-1.1	-2.5	9.7	-0.5
CCOC(=O)c1c(C)[nH]c(C(=O)OCc2ccccc2)c1C	5.5	11.3	15.4	-17.9	-3.0	-1.9	3.0	-0.7	-0.5
CC1CN=C(Nc2ccc(F)cc2)S1 (configuration not stated)	-0.5	0.5	10.6	-6.4	-0.8	-0.2	-2.1	-2.5	-1.6
COc1ccc(-n2nc(C(=O)NCC(=O)NC(C)C)c3ccccc3c2=O)cc1	1.4	-11.1	-0.9	9.1	-1.3	-0.8	-0.6	0.7	-0.4
COc1ccc(NC(=O)C2(C)Cc3c(-c4ccccc4)ccnc3O2)cc1OC (configuration not stated)	-1.8	14.7	9.6	1.2	12.6	0.0	x	5.3	-0.3
C/C(=N\Nc1ccc(C(=O)O)cc1)c1ccc(Br)cc1	1.7	13.2	10.3	-1.3	0.5	-0.4	-0.1	55.8*	0.4
COc1ccc(NC(=O)CN(C)S(=O)(=O)c2cnc[nH]2)cc1OC	0.4	-9.7	7.0	7.2	7.6	0.1	1.5	-5.6	-0.2
CN(C(=O)CSc1nnc(-c2ccc(OC(F)F)cc2)n1N)C1CCS(=O)(=O)C1 (configuration not stated)	2.7	-3.0	5.3	2.3	x	3.8	-1.2	8.4	-1.3
Cc1ccc(-c2cc(C(=O)N/N=C/c3c(C)nn(-c4ccccc4)c3C)[nH]n2)cc1	-0.1	6.5	21.9	12.8	-0.4	1.0	x	-0.7	-0.4
CCOC(OCC)c1cn(Cc2ccc(C(=O)c3ccccc3)cc2)nn1	-0.1	-2.7	-2.6	-0.4	6.0	-0.5	-1.9	14.3	1.2
CCOC(=O)/C(C#N)=C1/C=CN(c2ccccc2)C=N1	0.0	14.5	-16.4	-17.4	0.8	-0.8	0.2	38.3*	0.9
Cc1onc(-c2ccccc2)c1-c1ccnn1C(=O)NC(C)C	0.1	-7.8	3.7	u	x	u	-0.9	1.9	-2.7
CC(C)NC(=O)c1ccccc1NC(=O)/C=C/c1cccc([N+](=O)[O-])c1	-0.6	-0.9	-2.4	-9.7	7.1	-0.3	-2.6	4.1	0.4
Cc1ccccc1C(=O)OCC(=O)NCc1ccco1	1.8	-6.8	-2.6	2.6	-0.8	-1.0	-1.0	10.2	-0.3
O=C(NCCCn1ccnc1)C1CC2CCC1C2 (configuration not stated)	5.2	5.4	0.3	-7.6	-1.7	0.0	-0.5	9.3	0.2
CCOc1ccc(OCCN2C(=O)NC(Cc3c[nH]c4ccccc34)C2=O)cc1 (configuration not stated)	1.5	-3.1	-0.6	2.2	x	-0.2	-0.5	2.7	-2.7
CCOC(=O)c1c(C)[nH]c(C)c1S(=O)(=O)N(C)CC(=O)Nc1ccccc1OC	-1.1	14.3	0.8	4.2	0.0	1.3	-0.2	0.0	0.2
Cc1ccc(C)n1/N=C1/NC(=O)CS1	0.6	-7.5	-1.4	-55.0	0.3	-1.8	4.4	5.3	6.4
CCN1CCN(C(c2ccccc2)c2nnnn2Cc2ccc(OC)cc2)CC1 (configuration not stated)	2.9	6.4	-1.0	-1.5	x	-0.6	-0.4	-0.6	-1.8
